Screens deposited in PubChem by several laboratories.
Keap1 Nrf2 FP: Keap1-Nrf2 protein-protein interaction inhibitors, primary screen, biochemical, fluorescence polarization, single point | Keap1 Kelch-Nrf2 peptide fluorescence polarization, 1536-well | AID 504523, 2011 | Kelch-like ECH-associated protein 1 (Homo sapiens), Q14145 | actives 0.15% (n = 340,000) | inhibition, % at 9.4 µM; in the data active = inhibition above about 12%; inconclusive = no clear call, values can overlap the other calls; inactive = below about 7.3%;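 note: human Keap1 Kelch domain with fluorescein labeled Nrf2 9mer peptide probe; 0% = neutral control wells and 100% = peptide positive control; higher means more block of Keap1 binding to Nrf2 peptide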
PvdQ acylase: P. aeruginosa PvdQ acylase inhibitors, primary screen, biochemical, fluorescence, plate reader and imaging, single point; purified PvdQ acylase; inhibition, % at 10 µM; actives 0.063% (n = 340,000); in the data active = inhibition above about 30%, passing the limit was not always enough; inconclusive = no clear call, values can overlap the other calls;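 note: 0% = vehicle neutral wells and 100% = reference inhibitor wells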
NSD2 HMT inh: NSD2 histone methyltransferase inhibitors, primary screen, biochemical, AlphaScreen, single concentration, set 2 | NSD2 peptide methylation, 120 min | inhibition, % at 12.5 µM | actives 0.54% (n = 310,000); in the data active = inhibition above about 50%
PKA-R2B act: activators of PKA-R2B holoenzyme, primary screen, biochemical, fluorescence polarization, Cy5-IP20, human; cAMP-dependent protein kinase catalytic subunit beta (Homo sapiens) + cAMP-dependent …; PKA-R2B holoenzyme dissociation; R2B truncated from residue 108, S112A mutant; 0% DMSO only, 100% 113 µM cGMP; activation, % at 11.4 µM; actives 0.079% (n = 340,000); AID 504700, 2011;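 active = activation above a cutoff set at the mean over all compounds plus 3 SD, cut at about 18% in these data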;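 note: higher means more holoenzyme dissociation and a rise in polarization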
Target sequence (P31323 whole entry, looked up, other chains not shown, the tested form may be a part): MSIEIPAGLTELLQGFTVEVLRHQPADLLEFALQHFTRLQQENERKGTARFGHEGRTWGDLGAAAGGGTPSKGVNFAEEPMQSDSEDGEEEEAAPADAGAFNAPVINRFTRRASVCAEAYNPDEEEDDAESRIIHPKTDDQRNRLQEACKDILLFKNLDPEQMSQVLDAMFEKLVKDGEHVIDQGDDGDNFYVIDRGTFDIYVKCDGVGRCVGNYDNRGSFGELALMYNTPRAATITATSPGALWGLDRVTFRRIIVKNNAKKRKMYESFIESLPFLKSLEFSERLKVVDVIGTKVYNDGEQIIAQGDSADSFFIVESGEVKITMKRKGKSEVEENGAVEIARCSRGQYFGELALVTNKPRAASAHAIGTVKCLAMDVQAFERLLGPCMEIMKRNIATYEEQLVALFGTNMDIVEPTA
Arr AP2 block: inhibitors of beta-arrestin/AP2 binding, primary screen, biochemical, GPCR trafficking, flow cytometry; AID 504490, 2011; actives 0.31% (n = 340,000); FITC-arrestin peptide / GST-AP2 beads; AP2 beta2 appendage carries R879A mutation; inhibition, % at 10 µM;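 active = inhibition above a set limit, near 3 SD of compounds lacking own fluorescence, cut at about 54% in these data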;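 note: plate controls were DMSO wells for no effect and 5 µM unlabelled arrestin peptide for full effect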
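System: GST-AP2 R879A glutathione beads | Also added: FITC-arrestin peptide, 50 nM | Times: 12 min plus 1 h, RT | Signal: Bead flow cytometry, FITC channel | Buffer or medium: PBS with 0.05% Tween 20 and 0.1% BSA | Read-out basis: Percent drop in bead-associated FITC signal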
LANA DNA inh: inhibitors of KSHV C-LANA binding to DNA, primary screen, biochemical, fluorescence polarization, FAM-LBS DNA, MBP-C-LANA, single point. AID 504423, 2011. inhibition, % at 9 µM. Kaposi's sarcoma herpesvirus LANA C-terminal domain (residues 932-1162) DNA binding. actives 0.078% (n = 340,000);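 active = highest replicate inhibition at or above 60% at 9 µM, even if other replicates fall short; inactive = all replicates below 60% inhibition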;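 note: 0% = neutral control wells and 100% = 4 µM acridine orange control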
Cardiac RTF inh: cardiac RTF calcium sensitivity inhibitors, primary screen, biochemical, IANBD-TnC fluorescence, EC70 calcium; actives 0.12% (n = 340,000); Troponin I, cardiac muscle (Homo sapiens) + Troponin T, cardiac muscle (Homo sapiens) + …; inhibition, % at 7.15 µM; IANBD-labeled cardiac RTF, Ca2+ fluorescence;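 active = inhibition above the mean inhibition of all tested compounds plus 3 SD, cut at about 17% in these data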;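 note: assay run at fixed EC70 calcium of 1.6 mM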
SR-BI DiI-HDL act: activators of SR-BI mediated DiI-HDL uptake, primary screen, ldlA[mSR-BI] CHO cells, DiI fluorescence; 3 h; 100 = double the neutral-control signal; activation, % at 12.5 µM; actives 0.096% (n = 320,000); AID 504775, 2011;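 active = mean replicate activation of at least 60% and every replicate at or above 60%; inconclusive = mean or all-replicate condition met, but not both; inactive = mean below 60% and not all replicates reaching 60%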;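 note: 0% = median plate neutral-control signal and 100% = twice that signal; values of inactives mirror those of a sister screen read the other way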
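System: CHO ldlA[mSR-BI] cells / Medium: HEPES-buffered (25 mM, pH 7.4) F12 plus 0.5% BSA / Probe or stimulus: labelled HDL, 10 µg/mL / Doses: single compound concentration, delivered by pin transfer / Schedule: 3 h, 37 °C / Measured by: DiI fluorescence, bottom read / Measure: cell-associated DiI fluorescence as measure of HDL uptake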
DAGLB inh: DAGLB lipase inhibitors, primary screen, biochemical, fluorescence, HTS; Diacylglycerol lipase-beta (Homo sapiens), Q8NCG7; HEK293T DAGLB membrane lysate, EnzChek fluorogenic substrate; inhibition, % at 5.17 µM; actives 0.059% (n = 340,000); AID 504411, 2011; in the data active = inhibition above about 34%;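 note: 0% = enzyme with vehicle and 100% = wells lacking enzyme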
Target sequence (Q8NCG7 whole entry, looked up): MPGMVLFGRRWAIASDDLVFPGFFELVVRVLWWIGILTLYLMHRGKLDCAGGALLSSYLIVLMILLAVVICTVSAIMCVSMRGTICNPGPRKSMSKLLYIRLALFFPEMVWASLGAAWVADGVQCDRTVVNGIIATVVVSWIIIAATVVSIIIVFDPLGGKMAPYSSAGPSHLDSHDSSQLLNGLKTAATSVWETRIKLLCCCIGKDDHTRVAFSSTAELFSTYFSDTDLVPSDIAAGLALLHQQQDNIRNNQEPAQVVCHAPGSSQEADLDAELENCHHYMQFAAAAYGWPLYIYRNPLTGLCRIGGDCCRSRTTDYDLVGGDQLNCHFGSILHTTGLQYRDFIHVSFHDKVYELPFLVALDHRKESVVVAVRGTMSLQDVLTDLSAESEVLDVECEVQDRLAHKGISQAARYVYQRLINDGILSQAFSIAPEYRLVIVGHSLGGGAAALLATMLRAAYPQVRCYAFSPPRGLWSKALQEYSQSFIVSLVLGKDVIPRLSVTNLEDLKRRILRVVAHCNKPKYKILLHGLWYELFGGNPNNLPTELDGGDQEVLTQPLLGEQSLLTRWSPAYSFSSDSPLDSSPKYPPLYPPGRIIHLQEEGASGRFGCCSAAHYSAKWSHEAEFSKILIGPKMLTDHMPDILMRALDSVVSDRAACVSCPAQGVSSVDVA
SR-BI DiI inh: inhibitors of SR-BI mediated HDL lipid uptake, primary screen, ldlA[mSR-BI] cells, fluorescence, single point; Scavenger receptor class B member 1 (Mus musculus), Q61009; ldlA[mSR-BI] CHO cells, DiI-HDL uptake fluorescence, 3 h; inhibition, % at 12.5 µM; actives 0.96% (n = 320,000); AID 488896, 2010;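 active = mean replicate inhibition of at least 70% and a set share of replicates each scoring 70 or more; inconclusive = meets just one of the two criteria; inactive = fails both criteria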;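 note: 0% = median of neutral control wells and 100% = median of positive control wells; values of inactives mirror those of a sister screen read the other way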
An asterisk follows results filed as active; ? = inconclusive; / = no result given. Not a hit list; about 2.1% have a hit in one of these screens.

SMILES	Keap1 Nrf2 FP	PvdQ acylase	NSD2 HMT inh	PKA-R2B act	Arr AP2 block	LANA DNA inh	Cardiac RTF inh	SR-BI DiI-HDL act	DAGLB inh	SR-BI DiI inh
O=C(OCC(=O)N1CCCc2ccccc21)c1cc(S(=O)(=O)N2CCOCC2)ccc1O	-1.2	-9.3	-2.7	-7.5	-5.8	0.0	-4.6	-28.4	-1.3	28.4
CCCN(CCC)S(=O)(=O)c1ccc(C(=O)NNc2nc(-c3ccccc3)c3cc(Br)ccc3n2)cc1	-3.4	3.6	-0.2	1.1	-4.5	0.3	4.6	-22.5	-15.7	22.5
Cc1ccccc1S(=O)Cc1ccc(C(=O)NC2CC2)o1 (stereo not drawn)	-5.1	2.9	-0.8	-1.9	2.8	-1.9	-1.1	8.2	-2.6	-8.2
Cc1ccc(S(=O)(=O)NCc2ccccc2)cc1C(=O)N1CC(C)CC(C)C1 (stereo not drawn)	0.9	-6.2	-11.8	0.6	10.9	-1.4	-8.7	-8.4	-11.1	8.4
COC(=O)c1cccc(S(=O)(=O)N(Cc2ccco2)Cc2cc3cc(OC)ccc3[nH]c2=O)c1	-7.6	-10.3	-1.6	3.5	8.7	0.1	1.5	-0.2	1.9	0.2
NS(=O)(=O)c1ccc(NC(=S)NC2CCCCCC2)cc1	0.2	3.1	-1.3	-0.8	21.6	-0.9	-12.3	-3.7	-0.8	3.7
Cc1ccc(N2C(=O)C3C(C2=O)N2C(c4cccs4)C4C(=O)N(c5ccc(C)cc5)C(=O)C4N2C3c2cccs2)cc1 (stereo not drawn)	-6.1	-13.6	-0.2	-8.2	-0.2	0.3	-2.9	15.6	-2.2	-15.6
Cc1c(/C(O)=C2/C(=O)C(=O)N(CCN3CCOCC3)C2c2cccs2)cnn1-c1ccccc1 (stereo not drawn)	-1.6	-13.2	-5.9	0.8	4.9	-1.8	-5.3	-5.5	1.3	5.5
CC(=O)Nc1ccc(Oc2ncccn2)c(Cl)c1	-3.1	-10.0	1.3	9.6	3.4	-1.4	-6.6	4.6	-2.7	-4.6
COc1ccc(CNC(=O)CN(C(=O)c2csnn2)c2cccc3ccccc23)cc1	-4.2	-10.1	11.0	12.2	-3.5	-1.1	1.5	-2.4	-1.2	2.4
CCN(CC(=O)Nc1ccc(NC(C)=O)cc1)C(=O)c1ccccc1Sc1ccccc1C#N	-1.0	8.7	-1.5	-2.1	11.2	0.9	-0.7	-1.6	-0.2	1.6
COc1ccc(CN(Cc2cc3cccc(C)c3[nH]c2=O)C(=O)N(C)C)cc1	0.1	-8.9	-0.8	5.9	3.2	4.1	-9.8	10.1	1.4	-10.1
O=C(Nc1ccncc1)c1ccc2c(c1)C(=O)N(C1CCCCC1)C2=O	-4.2	-13.8	2.1	-2.0	0.3	-0.7	-6.3	24.2	-1.2	-24.2
COCC(=O)Nc1ccc(F)cc1	-7.6	-18.9	-2.6	2.2	4.6	1.8	-15.2	-1.8	0.1	1.8
COc1cccc(CC(=O)Nc2nc(-c3cc(OC)ccc3OC)cs2)c1	-4.7	-8.6	-1.4	-6.1	-18.2	0.9	-7.8	-20.5	0.7	20.5
Cn1c(CNC(=O)CNC(=O)Cc2ccc(F)cc2)cc(=O)n(C)c1=O	-3.3	-11.2	1.2	-6.3	-13.9	-0.6	-8.9	1.8	1.3	-1.8
CSc1ccc(CCNC(=O)c2cc(-c3ccccc3)c(N3CCOCC3)s2)cc1	-2.4	-16.1	1.1	8.0	-11.6	0.7	-0.8	-25.7	-7.0	25.7
CN1CCN(CC(O)COc2ccc(C34CC5CC(CC(C5)C3)C4)cc2)CC1 (stereo not drawn)	0.4	0.5	10.4	-3.5	33.1	-0.9	-8.6	14.9	3.8	-14.9
CC(=O)Nc1ccc(S(=O)(=O)N2CCN(CC(=O)N3CCOCC3)CC2)cc1	-3.9	-21.8	-3.3	/	-2.5	-1.3	/	20.4	/	-20.4
CC(C)Nc1ncnc2c1cnn2Cc1ccccc1Cl	-1.3	2.0	-1.0	-10.0	14.3	0.1	-7.2	-1.7	-3.7	1.7
CN1CCN(C(=O)CCn2c(=O)c3cccn3c3cccnc32)CC1	4.4	-2.9	-0.5	-1.3	36.2	-1.8	-3.5	-7.2	0.0	7.2
O=C1NC2(CCCCCC2)C(=O)N1Cc1ccccc1Br	-1.8	-18.5	6.1	3.1	-10.2	-1.6	-7.0	8.7	-2.6	-8.7
COc1ccc2oc(C(=O)OCC(=O)N(C)c3ccccc3)c(C)c2c1	-3.1	-2.2	-2.5	-12.6	-7.5	-0.8	15.3	-17.3	1.7	17.3
O=C(Nc1cccc(C(F)(F)F)c1)N(Cc1ccc(Cl)cc1)CC(O)C(F)(F)F (stereo not drawn)	-2.5	2.4	-3.2	-11.7	1.6	-0.9	-3.5	-7.2	-3.4	7.2
O=C(Nc1ncccc1O)c1c(O)c2ccccc2[nH]c1=O	-6.6	-5.8	1.2	5.2	9.4	-0.7	-8.2	/	1.3	/

(list continues)
SMILES	Keap1 Nrf2 FP	PvdQ acylase	NSD2 HMT inh	PKA-R2B act	Arr AP2 block	LANA DNA inh	Cardiac RTF inh	SR-BI DiI-HDL act	DAGLB inh	SR-BI DiI inh
Cn1cnnc1SCC(=O)Nc1cccc(C(=O)O)c1	-2.7	-14.0	-1.8	0.6	10.5	-0.5	-7.9	3.5	0.2	-3.5
Cn1c(=O)n(Cc2ccc(Br)cc2)c2ccccc21	3.1	-6.3	-1.8	-5.8	2.8	-0.5	-1.4	-11.2	1.4	11.2
CCOC(=O)c1cc2c(=O)[nH]c(C(Cl)(Cl)Cl)nc2o1	0.2	-14.4	-2.4	-4.9	-6.2	0.4	-6.3	-4.3	4.1	4.3
O=S(=O)(Nn1cnnc1)c1ccccc1	-1.2	4.3	-2.2	-0.4	28.0	0.6	-17.0	15.1	-0.7	-15.1
O=C(CCl)N(O)c1ccc(C=Cc2ccccc2)cc1	-0.7	-9.7	1.3	-11.3	4.6	2.1	-4.2	-4.2	8.4	4.2
COCCN(C(=O)c1cc(S(=O)(=O)N2CCCCC2)ccc1Cl)c1c(N)n(CC(C)C)c(=O)[nH]c1=O	-2.3	-5.5	4.4	-2.5	-2.7	-0.5	-7.2	3.1	2.2	-3.1
O=C(CCCN1C(=O)/C(=C/c2ccccc2Cl)SC1=S)NNC(=O)c1ccccc1Cl	-6.8	-2.6	-1.1	1.8	20.8	2.4	8.3	-3.4	-8.2	3.4
CC1CC(C)CN(CC(=O)NCCc2ccc(S(N)(=O)=O)cc2)C1 (stereo not drawn)	-1.1	-13.4	-1.3	2.1	-4.1	0.9	-6.6	24.4	0.4	-24.4
CC(=O)N1CCSc2ccc(S(=O)(=O)Nc3cccc(C)c3)cc21	3.7	-9.8	-1.6	0.3	-2.2	0.5	-12.4	5.4	-3.3	-5.4
O=C(Cn1cnc2c(NC(=O)OCc3ccccc3)ncnc21)NCc1ccccn1	2.7	-9.1	/	-8.0	4.3	7.8	-23.7	29.5	2.5	-29.5
CCN(CCCNC(=O)C1CCN(S(=O)(=O)CC)CC1)c1ccccc1	-6.4	1.9	0.6	3.4	-4.9	2.2	-8.8	10.0	-0.6	-10.0
CCN(C(=O)Cn1cnc2ccccc2c1=O)C1CCS(=O)(=O)C1 (stereo not drawn)	-5.5	11.7	1.6	-12.9	-1.2	-1.7	3.7	39.4	-1.0	-39.4
Cc1ccc(C)c(Nc2c(F)c(F)c(F)c(F)c2C(=O)O)c1	-2.7	-7.2	0.9	0.9	-5.4	0.0	-13.3	-2.0	10.5	2.0
COc1ccccc1-c1cc(C(F)(F)F)nc(S(=O)(=O)CCCC(=O)N2CCCCC2C)n1 (stereo not drawn)	-2.4	-2.7	9.8	-9.2	8.6	-0.3	4.7	-20.4	-6.6	20.4
CC1CN(Cc2cc(=O)[nH]c(C(C)C)n2)CC(C)O1 (stereo not drawn)	-3.8	9.0	-6.4	-18.3	5.7	-0.2	7.5	26.4	0.3	-26.4
CC(C)CC(=O)NC(=S)Nc1nc(-c2ccc(Cl)cc2)cs1	-5.2	-16.0	/	-12.4	3.4	1.9	3.1	-12.1	1.9	12.1
COC(=O)C1CSc2[nH]c(=O)sc2C1c1ccccc1 (stereo not drawn)	?	-6.1	1.8	-6.6	5.7	24.6	-30.1	10.0	-3.5	-10.0
O=C(Cn1cc2c(n1)CCCCC2)N1CCCCC1	-3.1	-14.7	/	-4.9	10.6	1.5	0.9	23.0	-2.9	-23.0
Cc1cc(Nc2ccccc2)nc(N2CCOCC2)n1	-2.8	-7.6	2.4	8.0	2.8	1.3	-8.9	-9.9	0.8	9.9
CC(C)CC(=O)Nc1ccc(C(=O)Nc2cccc(O)c2)cc1	3.2	-3.7	-0.2	-4.3	40.3	-0.8	4.6	-42.5	-3.6	42.5
COc1ccc(C(=O)CSc2nnc3ccccn23)cc1OC	-3.3	-23.2	1.7	-3.0	-1.4	0.0	-13.2	0.2	0.6	-0.2
O=[N+]([O-])c1ccc(C[n+]2cc(-c3ccccc3)n3c2CCCCC3)cc1	-2.5	-22.2	31.0	-15.9	-23.6	3.5	-11.0	-4.8	-1.0	4.8
COc1ccc(CCN2CC(C(=O)NCc3cc(C(C)C)no3)CCC2=O)cc1 (stereo not drawn)	-0.4	-11.9	-0.9	2.1	-9.8	1.0	-10.7	12.1	0.3	-12.1
COc1ccccc1CCC(=O)Nc1cccc(S(=O)(=O)N2CCOCC2)c1	1.3	0.4	-0.2	-4.9	18.0	0.5	2.5	-68.4	-2.6	68.4
